Assay outcomes (PubChem)
AddAB inh: growth inhibition of E. coli expressing H. pylori AddAB, primary screen, AddAB inhibitor project, absorbance; inhibition, % at 11.9 µM; 0.29% of 330,000 active; in the data active = inhibition above about 12%;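 also: 0% = vehicle wells of infected cells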
MOR-DOR inv ag: inverse agonists of MOR-DOR heterodimerization, primary screen, cell-based, luminescence. Mu-type opioid receptor (Homo sapiens) + Delta-type opioid receptor (Homo sapiens), …. cell-based MOR-DOR heterodimer luminescence, inverse agonism. inhibition, % at 9.3 µM. 0.21% of 340,000 active; in the data active = inhibition above about 22%, passing the limit was not always enough;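 also: 0% = cells with DMSO and 100% = wells without cells with DMSO; values of inactives mirror those of a sister screen read the other way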
PKA-R1A activ: activators of PKA-R1A holoenzyme, primary screen, biochemical, fluorescence polarization, Cy5-IP20, bovine R1A, mouse PKAc. activation, % at 11.4 µM. PKA-R1A dissociation; scaled: DMSO 0%, 113 µM cGMP 100%. 0.083% of 340,000 active. AID 504707, 2011;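 active = percent activation above the mean of all tested compounds plus 3 SD, cut at about 19% in these data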;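 also: higher means more PKAc released from R1A so a rise in polarization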
E coli growth: E. coli V3065 growth inhibition, primary screen, counter-screen for AddAB inhibitor project, absorbance, OD600 | inhibition, % at 11.9 µM | AID 449728, 2010 | 18 h | 0.27% of 330,000 active;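 active = inhibition above the campaign's mean inhibition across all tested compounds plus 3 SD, cut at about 9.9% in these data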;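 also: uninfected addAB+ strain grown without phage in ampicillin broth; 0% = DMSO wells and 100% = ciprofloxacin 0.95 µg/ml wells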
SUMO Mot1 rescue: yeast Mot1-301 growth rescue at high temperature, primary screen, SUMOylation pathway inhibitor project, S. cerevisiae, ATP luminescence, 38.5C; S. cerevisiae Mot1-301 growth rescue; percent above DMSO median, 100 means doubled; growth rescue, % at 18.8 µM; 1% of 320,000 active; AID 2716, 2010;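 active = every valid replicate shows activation above 250% relative to neutral control wells; inactive = the rest, any valid replicate at or below 250%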;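 also: OY570 slx delta 5 strain wells were the positive control but not used for scaling; some compounds called inactive have numbers as strong as hits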
HTR5A inv ctr: HTR5A inverse agonists in luminescence cell assay, primary screen, counter-screen for OPRM1-OPRD1 heterodimer inverse agonist project, full-deck HTS | 5-hydroxytryptamine receptor 5A (Homo sapiens), P47898 | inhibition, % at 9.3 µM | HTR5A cell line, inverse agonism | 0.083% of 340,000 active; in the data active = inhibition mostly above about 23%, no sharp cut-off; inactive = mostly below about 18%;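 also: 0% = cells with DMSO and 100% = no-cell wells with DMSO; some compounds called inactive have numbers as strong as hits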
Target sequence (P47898 whole entry, looked up): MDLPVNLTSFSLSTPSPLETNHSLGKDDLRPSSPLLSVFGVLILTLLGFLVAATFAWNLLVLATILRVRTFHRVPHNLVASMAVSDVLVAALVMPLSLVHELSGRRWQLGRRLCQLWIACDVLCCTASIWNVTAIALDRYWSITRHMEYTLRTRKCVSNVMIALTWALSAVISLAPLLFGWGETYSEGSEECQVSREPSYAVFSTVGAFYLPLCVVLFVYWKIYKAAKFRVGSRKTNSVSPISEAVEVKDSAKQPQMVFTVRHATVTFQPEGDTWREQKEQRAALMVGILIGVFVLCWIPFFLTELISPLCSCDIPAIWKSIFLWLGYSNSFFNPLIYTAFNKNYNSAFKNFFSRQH
PfHsp90 set2: growth inhibition of PfHsp90-expressing yeast, primary screen, antimalarial PfHsp90 inhibitor project, S. cerevisiae, BacTiter-Glo luminescence, single point, set 2. BacTiter-Glo ATP, 48 h; yeast lacking PDR1 and PDR3 efflux regulators. inhibition, % at 9.4 µM. 0.32% of 310,000 active. AID 504621, 2011;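 active = every replicate shows inhibition above about 80%, whatever the replicate mean, limit read from the data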;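 also: 0% = DMSO neutral controls and 100% = 20 µM radicicol positive controls; yeast relying on Plasmodium falciparum Hsp90 in place of its own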
Pemphigus Ab inh: inhibitors of pemphigus antibody binding to DSG3, primary screen, biochemical, bead-based, flow cytometry, scFv-GFP. Desmoglein-3 (Homo sapiens), P32926. DSG3-coupled beads, scFv-anti-DSG3-GFP binding; active compounds read low. binding (percent of control), % at 10 µM. 0.48% of 310,000 active;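 active = binding more than 3 SD below its plate's average and above zero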;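 also: hits lower antibody fragment binding to DSG3; some compounds called inactive have numbers as strong as hits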
phage Ecoli inh: growth loss of phage-infected E. coli, primary screen, RecBCD inhibitor project, absorbance, with phage, HTS. AID 651602, 2012. inhibition, % at 11.9 µM. 0.26% of 360,000 active; in the data active = inhibition above about 11%
HTR5A ag: HTR5A agonists in luminescence cell assay, primary screen, counter-screen for OPRM1-OPRD1 heterodimer agonist project, full-deck HTS | 5-hydroxytryptamine receptor 5A (Homo sapiens), P47898 | cell-based | activation, % at 9.3 µM | 0.61% of 340,000 active | AID 504692, 2011; in the data active = activation mostly above about 9.5%, no sharp cut-off; inactive = mostly below about 7.6%;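 also: 0% = cells with vehicle only and 100% = reference agonist; strong numbers were not always called active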
MOR-DOR ag: agonists of OPRM1-OPRD1 heterodimerization, primary screen, cell-based, luminescence | activation, % at 9.3 µM | 0.3% of 340,000 active | cells | Mu-type opioid receptor (Homo sapiens) + Delta-type opioid receptor (Homo sapiens), …; in the data active = activation above about 18%;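 also: 0% = vehicle-treated cells and 100% = reference agonist; values of inactives mirror those of a sister screen read the other way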
* hit, by the source's call; x = not tested or not shown.

SMILES	AddAB inh	MOR-DOR inv ag	PKA-R1A activ	E coli growth	SUMO Mot1 rescue	HTR5A inv ctr	PfHsp90 set2	Pemphigus Ab inh	phage Ecoli inh	HTR5A ag	MOR-DOR ag
O=c1[nH]cnc2c1ncn2C1OCC(O)C(O)C1O (stereo unspecified)	x	18	-11	x	x	20	11	99	2.1	2	-3.5
CCCCNC(=O)c1ccccc1NC(=O)c1ccc2c(c1)OCO2	-0.8	-6	5	2.0	-4	-14	2	98	3.6	5	1.2
O=C(Nc1ccc(N2CCN(C(=O)c3ccccc3)CC2)cc1)c1cc([N+](=O)[O-])ccc1N1CCOCC1	1.3	11	-3	-2.1	-6	2	-27	104	0.9	-3	-2.0
CN(c1ccc(Cl)cc1)c1cc(=O)n(C)c2ccccc12	3.2	10	-11	-0.3	-10	-23	-20	92	4.9	2	-1.6
O=C(CSc1nc2ccccc2o1)NCc1ccc2c(c1)OCO2	1.8	-12	1	-1.3	-6	-19	-41	75	3.9	1	2.2
NC(=O)C1CCCN(C(=O)c2ccc3c(c2)NC(=O)CS3)C1 (stereo unspecified)	0.9	-5	0	-0.2	4	7	-4	101	0.1	-3	1.3
N/C(=N\OC(=O)c1ccc(Br)o1)c1cccnc1	-0.3	-22	-3	-0.3	32	1	-11	97	1.7	0	4.8
O=C(CSc1nnc(Cc2cccs2)n1-c1ccccc1)NC1CCCCC1	-1.8	3	-2	-0.4	-2	10	8	x	-0.1	-3	-0.5
COCc1c(Br)c(C)[nH]c(=O)c1C#N	0.5	18	-12	0.3	-8	-13	-12	x	1.4	0	-4.2
Cc1ccn2cc(-c3cccc(NS(C)(=O)=O)c3)nc2c1	2.4	8	-1	0.5	-16	2	-8	100	3.4	-1	-1.5
O=C(CNC(=O)C1CCCCC1)Nc1ccccc1Cl	2.7	6	1	-0.7	-17	6	24	96	0.7	-2	-1.1
CCCCN(C)C(=O)CCC(=O)NNc1nc2ccccc2c2nc(C)nn12	0.2	3	-4	3.5	-8	18	6	106	2.3	3	-0.6
CSc1nc2ccc(NC(=O)c3nn(C(C)C)c(=O)c4ccccc34)cc2s1	2.3	-7	-1	-0.5	-2	23	1	105	3.4	6	1.0
C/C(=N/NC(=O)c1ccco1)c1cccnc1	2.7	2	-1	-2.4	69	5	-10	87	4.8	3	-0.3
O=C1/C(=C/c2cccs2)CCc2ccccc21	3.3	-5	-14	-3.1	-14	6	64	x	1.9	2	0.8

Fetched one by one from the list above:
SMILES	AddAB inh	MOR-DOR inv ag	PKA-R1A activ	E coli growth	SUMO Mot1 rescue	HTR5A inv ctr	PfHsp90 set2	Pemphigus Ab inh	phage Ecoli inh	HTR5A ag	MOR-DOR ag
COCc1c(Br)c(C)[nH]c(=O)c1C#N	0.5	18	-12	0.3	-8	-13	-12	x	1.4	0	-4.2
O=C(Nc1ccc(N2CCN(C(=O)c3ccccc3)CC2)cc1)c1cc([N+](=O)[O-])ccc1N1CCOCC1	1.3	11	-3	-2.1	-6	2	-27	104	0.9	-3	-2.0
N/C(=N\OC(=O)c1ccc(Br)o1)c1cccnc1	-0.3	-22	-3	-0.3	32	1	-11	97	1.7	0	4.8

More entries:
SMILES	AddAB inh	MOR-DOR inv ag	PKA-R1A activ	E coli growth	SUMO Mot1 rescue	HTR5A inv ctr	PfHsp90 set2	Pemphigus Ab inh	phage Ecoli inh	HTR5A ag	MOR-DOR ag
CNC(=O)/C(C#N)=C/c1c(N2CCN(c3ccc(OC)cc3)CC2)nc2c(C)cccn2c1=O	0.1	-8	11	-1.7	6	2	7	96	0.3	0	1.4
CCCNc1c(NS(=O)(=O)c2ccc3c(c2)CCCC3)c(=O)oc2ccccc12	-1.6	-1	-4	-0.5	-6	6	-9	x	x	-2	0.1
O=[N+]([O-])c1ccc2c(c1)nc(CO)n2Cc1ccccc1	0.6	2	-1	-0.1	-15	7	0	99	0.9	-2	-0.4
COc1cccc(SCc2noc(C(=O)NCCC(C)C)c2C(=O)NCCC(C)C)c1	0.6	-10	-13	-0.8	-1	7	11	98	3.4	-3	1.7
Cc1cc(C(=O)COC(=O)CCC(=O)c2ccc3c(c2)OCCO3)c(C)n1Cc1ccco1	0.3	6	-8	-0.4	7	-21	-3	100	-1.9	6	-1.0
CCCOc1ccc(C(=O)NCCC(=O)NCCCC(=O)OCC)cc1	0.6	8	-4	-0.9	-15	-15	-8	93	1.2	2	-1.3
CCOC(=O)c1cnc(-n2nc(C)cc2C)nc1Oc1ccccc1F	-4.4	x	x	-2.2	-6	x	x	102	-2.2	x	x
c1csc(-c2noc(COc3ccc4c(c3)CCCC4)n2)c1	-0.3	-34	2	0.1	118	21	-10	95	1.2	7	6.2
S=C(N/N=C/c1ccc(Br)cc1)N1CCCCC1	-0.8	-25	3	-2.5	-3	-8	13	123	3.6	2	4.9
COc1ccc(NC(=O)CSc2ncnc3[nH]ncc23)cc1	0.1	2	11	-1.2	379	-11	-8	106	-0.5	0	-0.4
CN1CCN(C(=O)/C(=C/c2ccccc2)c2ccccc2)CC1	-0.1	5	0	1.7	-2	-43	-13	102	2.2	1	-1.0
Cc1ccc2oc(=O)c3cnn(CC(=O)NC4CCCCC4C)c3c2c1 (stereo unspecified)	0.9	-2	1	-1.0	5	-54	7	95	2.1	21*	0.4
Cc1cc(C)nc(SCC(=O)N2CCc3ccccc32)n1	-0.5	12	9	3.0	110	-14	18	109	-0.2	3	-2.1
O=C(Nc1ccc(F)cc1F)c1ccc2nc(N3CCOCC3)sc2c1	1.7	6	-7	2.7	-17	-29	-10	102	1.9	10	-1.1
COc1ccc(CN2CCC(N3CCC(C(=O)N4CCOCC4)CC3)CC2)c(F)c1	1.0	0	-1	1.8	-4	-10	20	103	4.3	4	0.1
Nc1cc(Cl)cc2c1-c1ccc(Cl)cc1C2O (stereo unspecified)	x	-2	2	x	x	4	x	95	1.5	-1	0.5
Cc1ccc(CSc2nnc(-c3ccncc3)n2CC2CCCO2)cc1 (stereo unspecified)	-1.1	10	-7	1.6	5	-15	9	105	1.2	6	-1.6
O=S(=O)(Nc1ccccc1)c1ccc2c(c1)CCO2	5.4	x	x	-0.3	-9	x	0	95	3.2	x	x
Cc1ncoc1C(=O)N1CCCC(CCC(=O)NCc2ccc(F)c(F)c2)C1 (stereo unspecified)	-1.6	7	0	-0.9	-11	3	11	103	2.4	-1	-1.2
CCC(C)[C@H](N)c1nnc(SCC(=O)Nc2ccc(C)cc2C)o1 (stereo partly specified)	1.8	9	-10	-2.0	16	3	-1	98	5.1	4	-1.7
CC(c1ccc2c(c1)OCO2)n1c(=S)[nH]c2ccccc2c1=O (stereo unspecified)	2.9	-7	7	0.2	-10	17	-7	x	-0.8	0	1.9
Cc1ccccc1Cn1c(=O)n(CC2CCC(C(=O)NCCc3ccccc3)CC2)c(=O)c2ccccc21 (stereo unspecified)	-0.5	14	3	2.3	-2	11	1	100	2.0	-4	-2.8
Cc1ccc(/C=C2/Sc3ccc(C(=O)N4CCN(C)CC4)cc3NC2=O)cc1	-0.8	-2	9	-2.4	-3	-11	20	94	0.1	9	0.4
CC(=O)c1cccc(NC(=O)c2cc(-c3ccc(C)cc3)on2)c1	0.5	14	-6	0.9	-12	-22	-14	117	0.5	0	-3.1
Cc1cccc(NC(=S)NCCc2ccc(Cl)cc2)c1C	-0.2	-1	-12	0.8	25	-12	-5	124	1.5	3	0.1
COc1cc2c(cc1OC)-c1nnc(-c3ccco3)n1C1(CCCC1)C2	0.7	-1	2	0.5	216	-32	3	106	0.4	0	0.1
CCCNC(=O)c1cc(-c2ccc(OC)cc2)n(CCCOC)c1C	1.5	12	-7	-1.5	-1	4	-18	98	4.2	-1	-2.0
O=C(COC(=O)Cc1ccccc1)NCc1ccc2c(c1)OCO2	5.1	6	9	-0.3	3	-6	x	89	3.2	1	-1.3
Nc1nnc(SCC(=O)Nc2sc3c(c2C(=O)c2ccccc2)CCCC3)s1	1.6	1	-4	-0.3	-15	15	-2	100	3.7	-4	-0.2
COc1cccc(C(=O)NCCCN2CCN(CCCNC(=O)c3cccc(OC)c3)CC2)c1	4.4	14	-1	-1.7	20	-8	1	115	1.0	-1	-2.7
Cc1ccc(-n2nc3c(=O)n(CCCC(=O)NCc4ccco4)nc(C)c3c2C)cc1	2.0	15	2	0.7	-13	17	22	x	-0.2	-4	-2.8
CC[C@@H]1Cc2cc(O)ccc2C2=C1c1ccc(O)cc1C[C@H]2CC	1.1	-19	-6	1.0	-25	-29	108*	99	4.4	8	3.5
Cc1ccc(S(=O)(=O)N2CC3CCC2C3)cc1 (stereo unspecified)	3.6	-4	6	1.3	13	-16	-16	109	1.2	-7	0.8
C[C@H](CO)N1C[C@H](C)[C@H](CN(C)Cc2ccc(-c3ccccc3)cc2)Oc2ccc(NS(=O)(=O)c3ccccc3)cc2CC1=O	0.4	-24	-6	-0.4	3	-23	-7	96	x	14*	4.2
CCC(=O)NC(c1ccc(C)cc1)c1ccc2cccnc2c1O (stereo unspecified)	24*	7	-3	29*	-6	3	112*	115	24*	-1	-1.4
CCOC(=O)C1(CC2CCCCO2)CCN(S(=O)(=O)c2cccc(F)c2)CC1 (stereo unspecified)	5.8	-1	-16	3.9	-3	6	44	99	2.9	-2	0.3
COc1cc(CNc2nnnn2C)cc(OC)c1OC	0.7	13	-3	-0.2	7	7	22	112	0.9	-2	-2.6
Cc1cc(C(F)(F)Cl)n2ncc(-c3ccccn3)c2n1	4.0	9	-2	1.0	6	-4	5	96	0.6	1	-1.9
COCCn1cc(C(=O)c2cc(Br)ccc2O)cc(C#N)c1=O	3.3	10	-13	0.2	5	15	1	100	4.2	-5	-1.7
COc1ccc(CC(=O)NNC(=O)CSc2nc(C)c(C)c(=O)[nH]2)cc1	-0.3	13	-7	0.3	4	6	2	97	2.9	-3	-2.8
COc1ccc(-n2c(O)cnc2Nc2nc(C)cc(C)n2)cc1OC	-0.6	10	-6	-0.7	36	18	28	94	1.8	4	-1.8
Cc1cnc(C(=O)NCCc2ccc(C(F)(F)F)cc2)cn1	1.0	-3	-13	0.6	-17	3	-22	x	-0.1	-1	0.4
COc1ccc(-n2c(SCC(N)=O)nc3sc4c(c3c2=O)CCC4)cc1	0.7	0	-16	-1.6	-14	-8	x	115	1.8	3	0.0
COCC(=O)N1CCC(n2nccc2NC(=O)c2ccccc2OC)CC1	0.6	4	4	0.2	11	14	17	104	-0.4	-2	-0.6
Cc1cc(=O)oc2c(C)c(OC(C)C(=O)NCCN3CCOCC3)ccc12 (stereo unspecified)	0.8	14	-8	-2.1	0	-16	12	98	2.1	-1	-2.7
